# MrgX1 allo act: human MrgX1 positive allosteric modulation, primary screen. Q96LB2. MrgX1-HEK293, Fluo-4 calcium flux, FDSS; stronger effect = higher value. B-score at 10 µM. hit rate 0.63% among 310,000;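 active = plate-corrected calcium response at least 3 library SD above typical, normal starting fluorescence, not activating the receptor alone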;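 also: compound read alongside a low EC10 to EC30 dose of BAM8-22 agonist; peak minus trough fluorescence over baseline measured at the second addition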
# MrgX1 antag: antagonists of human MrgX1 receptor; MRGX1-HEK293 calcium flux, Fluo-4, BAM8-22 antagonism; stronger effect = lower value; B-score at 10 µM; hit rate 1.3% among 310,000;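 active = calcium-response B-score plate-corrected more than 3 library SD below zero, starting fluorescence within 5 deviations, no agonist response on first addition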;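 also: peak minus trough fluorescence over baseline after final BAM8-22 challenge near maximal dose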
# TRPC6 activator: mouse TRPC6 channel activation; HEK293-TRPC6 membrane potential dye fluorescence; stronger effect = higher value; B-score at 10 µM; Q61143; AID 2550; hit rate 0.13% among 310,000;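 active = B-score of the integrated fluorescence ratio above library mean plus 3 SD, and starting fluorescence ratio within library mean plus 5 SD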;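 also: higher score means more depolarization so channel activation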
# TMEM16A inh: mouse TMEM16A channel inhibition, primary screen | HEK293 TMEM16A/YFP iodide influx fluorescence, ionomycin | normalized B-score (activity score, 25-100; higher = stronger inhibition) at 10 µM | Q8BHY3 | hit rate 1.2% among 310,000;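 active = ratio plate-corrected score three or more library SD toward inhibition, starting fluorescence score within five deviations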;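 also: score derived from kinetic fluorescence span divided by baseline fluorescence per well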
# MrgX1 ag: activates human MrgX1 receptor signaling | Q96LB2 | MrgX1-HEK293 cells, Fluo-4 calcium fluorescence, agonist mode; stronger effect = higher value | B-score at 10 µM | hit rate 0.44% among 310,000;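 active = calcium response B-score plate-corrected fluorescence ratio at least 3 library SD, with starting fluorescence B-score inside 5 SD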
#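 Material: MrgX1-expressing HEK293 cells / Dosing: compound as first of three additions / Incubation: overnight seeding, then 1 h dark dye loading / Signal: Fluo-4 NW calcium fluorescence / Evaluation: B-scored fluorescence response ratio / Benchmarks: positive and negative control wells on each plate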
# RGS4 inh: human RGS4 inhibition; P49798; HEK293 M3R/RGS4 inducible, Fluo-4 calcium flux; stronger effect = higher value; triggered by carbachol at its EC20; B-score at 10 µM; hit rate 0.45% among 310,000; AID 463165;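 active = B-score, a plate-corrected calcium signal, over three deviations above library mean, with baseline fluorescence within five deviations of library mean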;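 also: RGS4 expression induced by doxycycline in cells with stable M3 receptor; B-score is computed from the integrated fluorescence ratio over baseline after carbachol; higher B-score means a larger calcium signal and so more RGS4 inhibition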
# TRPC4 potent: TRPC4 (mouse) allosteric potentiation; B-score at 10 µM; hit rate 0.42% among 310,000; HEK293 TRPC4beta/mu-opioid, DAMGO EC20, Fluo-4 Ca2+ flux; stronger effect = higher value; Q9QUQ5; AID 2227;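 active = B-score of calcium response area above 5 SD of library B-scores, with initial fluorescence ratio within 5 SD of library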;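 also: B-score of integrated fluorescence ratio over time as area under calcium response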
# Target sequence (Q9QUQ5 whole entry, looked up): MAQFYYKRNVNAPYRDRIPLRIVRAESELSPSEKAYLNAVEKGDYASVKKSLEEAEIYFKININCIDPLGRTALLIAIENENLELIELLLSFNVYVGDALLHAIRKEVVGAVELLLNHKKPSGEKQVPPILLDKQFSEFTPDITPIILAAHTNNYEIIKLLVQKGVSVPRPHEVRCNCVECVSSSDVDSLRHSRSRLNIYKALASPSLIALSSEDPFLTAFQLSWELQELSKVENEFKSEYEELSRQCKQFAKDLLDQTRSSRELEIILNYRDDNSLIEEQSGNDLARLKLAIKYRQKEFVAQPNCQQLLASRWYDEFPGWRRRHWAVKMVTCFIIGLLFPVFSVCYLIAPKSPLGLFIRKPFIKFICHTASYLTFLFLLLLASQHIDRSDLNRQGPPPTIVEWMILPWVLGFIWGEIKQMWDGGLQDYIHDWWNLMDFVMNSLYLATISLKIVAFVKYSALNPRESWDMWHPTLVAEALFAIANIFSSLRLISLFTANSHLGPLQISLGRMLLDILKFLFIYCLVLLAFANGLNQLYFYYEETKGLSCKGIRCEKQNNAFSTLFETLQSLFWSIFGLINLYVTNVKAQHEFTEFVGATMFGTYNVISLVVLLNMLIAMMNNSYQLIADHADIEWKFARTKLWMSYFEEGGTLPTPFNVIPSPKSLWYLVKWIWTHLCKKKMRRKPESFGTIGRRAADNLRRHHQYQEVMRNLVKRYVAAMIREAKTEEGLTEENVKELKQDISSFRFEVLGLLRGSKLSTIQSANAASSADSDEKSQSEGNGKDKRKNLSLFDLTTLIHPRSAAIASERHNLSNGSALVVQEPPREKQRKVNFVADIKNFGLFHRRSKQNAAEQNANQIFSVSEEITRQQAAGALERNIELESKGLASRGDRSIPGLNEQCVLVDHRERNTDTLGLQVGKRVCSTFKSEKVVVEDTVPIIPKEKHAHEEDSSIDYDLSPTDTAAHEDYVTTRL
# TRPC4 act: TRPC4 (mouse) channel activation | hit rate 0.49% among 310,000 | Q9QUQ5 | HEK293 TRPC4beta/mu-opioid, Fluo4 calcium fluorescence; stronger effect = higher value | B-score at 10 µM;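 active = B-score above 5 SD of library B-scores, and initial fluorescence ratio not above library mean plus 5 SD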;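 also: positive B-score marks a calcium rise read as TRPC4 activation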
#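 system = HEK293 cells stably co-expressing mouse TRPC4beta and mu-opioid receptor | schedule = Fluo4 dye loading 45 min at room temperature, 110 s recording | measure = B-scored integrated calcium fluorescence ratio | signal = Fluo4 calcium-sensitive dye fluorescence, kinetic, 1 Hz baseline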
# TMEM16A act: mouse TMEM16A channel activation, primary screen. B-score at 10 µM. hit rate 0.3% among 340,000. HEK293 TMEM16A/YFP-H148Q/I152L, iodide quench fluorescence; stronger effect = lower value. Q8BHY3;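 active = fluorescence-ratio B-score plate-corrected deviation score at least 3 library SD below zero, with starting fluorescence score within 5 deviations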;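 also: channel opened by trigger with iodide after compound preincubation; score built on the fluorescence ratio of max minus min over baseline; more negative score means more quench and so TMEM16A activation or potentiation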
# TRPC6 inh: inhibitors of mouse TRPC6 channel; Q61143; HEK293-TRPC6, membrane potential dye, ACh-evoked depolarization; stronger effect = lower value; B-score at 10 µM; hit rate 1.1% among 310,000; AID 2553;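 active = B-score under library mean minus 3 SD, initial fluorescence not abnormally high, positive integrated signal ratio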;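 also: B-score derived from integrated fluorescence ratio over the kinetic read; more negative B-score means stronger inhibition of depolarization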
# TRPC4 inh: TRPC4 (mouse) channel inhibition | Q9QUQ5 | HEK293 TRPC4beta/mu-opioid, DAMGO-evoked Fluo4 calcium flux; stronger effect = lower value | B-score at 10 µM | hit rate 0.39% among 300,000;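 active = B-score over 3 SD under the library average, no early fluorescence shift, positive overall ratio signal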
#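 Assay system: HEK293 cells with stable TRPC4beta plus mu-opioid receptor expression; Probe or stimulus: DAMGO in two steps, submaximal then maximal; Dosing: single-point compound dosing; Measured by: Fluo4 calcium-dye fluorescence, kinetic read; Read-out basis: B score from integrated Fluo4 fluorescence ratio.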
# An asterisk follows results filed as active; i = inactive; . = not tested or not shown. Rows are unselected. Share with any hit: about 5.8%.
Structure	MrgX1 allo act	MrgX1 antag	TRPC6 activator	TMEM16A inh	MrgX1 ag	RGS4 inh	TRPC4 potent	TRPC4 act	TMEM16A act	TRPC6 inh	TRPC4 inh
Cc1ccc(Cn2c(C(C)Nc3nc(-c4ccc(F)cc4)cs3)nc3cc(Cl)c(Cl)cc32)cc1 (stereo not given)	i	i	i	i	i	i	i	i	i	i	i
CCCc1[nH]c2ccc(C(=O)OC)cc2c1CCC	i	i	i	i	i	i	i	i	i	i	i
N#Cc1cc2ccccc2nc1SCC(=O)Nc1ccccc1N1CCOCC1	i	i	i	i	i	i	i	i	i	i	i
O=C(c1ccccc1F)N1C(=O)c2cccc3cccc1c23	i	i	i	i	i	i	i	i	i	i	i
CCS(=O)(=O)c1ccc(C(=O)NC)c(Cl)c1Cl	i	i	i	i	i	i	i	i	i	i	i
CCOC(=O)c1sc(=NC(=O)c2c(F)cccc2F)n(C)c1C	i	i	i	i	i	i	i	i	i	i	i
O=C(CSc1nnc(-c2ccco2)o1)c1ccc(O)cc1O	i	i	i	i	i	i	i	i	i	i	i
CC(C)CSc1ncnc2c1oc1nc3c(cc12)COC(C)(C)C3	i	i	i	i	i	i	i	i	i	i	i
COC(=O)c1ccc(COn2c(=O)c(C)[n+]([O-])c3ccccc32)cc1	i	i	i	i	i	i	i	i	i	i	i
COc1ccc(NC(=O)c2cccc(OS(=O)(=O)N(C)C)c2)cc1	i	i	i	i	i	i	i	i	i	i	i
O=C(NCC(=O)N1CCC2(CC1)NCCc1[nH]cnc12)c1ccc(Br)cc1	i	i	i	i	i	i	i	i	i	i	i
CC(OC(=O)c1ccccc1O)C(=O)Nc1cccc(Cl)c1 (stereo not given)	i	i	i	i	i	i	i	i	i	i	i
CC(=O)c1cccc(NC(=O)CN2C(=S)NC(C)(C)CC2C)c1 (stereo not given)	i	i	i	i	i	i	i	i	i	i	i
Fc1ccc(-c2cc(C(F)(F)F)nc(-n3cccn3)n2)cc1	8.2*	i	i	i	i	i	i	i	i	i	i
CCN(c1ccccc1)S(=O)(=O)c1cccc(C(=O)NCC(c2ccco2)N2CCCC2)c1 (stereo not given)	i	i	i	i	i	i	i	i	i	i	i
COc1ccc(/C=C/c2ccc3cccc(O)c3n2)cc1Br	i	i	i	i	i	i	i	i	i	i	i
O=c1[nH]c2c(oc3ccccc32)c(=O)n1Cc1ccccc1	i	i	i	i	i	i	i	i	i	i	i
COc1ccc(CCNC(=O)C2CCN(S(=O)(=O)N3CCCCC3)CC2)cc1OC	i	i	i	i	i	i	i	i	i	i	i
CN(C)c1ccc(C(=S)N2CCN(Cc3ccccc3)CC2)cc1	i	i	i	i	i	i	i	i	i	i	i
Cc1ccccc1-c1noc(CCC(=O)NC2CCCCC2)n1	i	i	i	i	i	i	i	i	i	i	i
O=C(CN1C2CCCC1CC(NC(=O)c1ccccc1)C2)NC1CC1 (stereo not given)	i	i	i	i	i	i	i	i	i	i	i
O=C(Nc1ccccn1)C12CC3CC(CC(C3)C1)C2	i	i	i	i	i	i	i	i	i	i	i
CCOC(=O)C1CCCN(CCC(=O)Nc2ccc(Br)c(C)c2)C1 (stereo not given)	i	i	i	i	i	i	i	i	i	i	i
Cn1c(-c2ccco2)n[nH]c1=S	i	i	i	i	i	i	i	i	i	i	i
CCOC(=O)CSc1nnc(-c2nnc(SCC(=O)OCC)n2CC)n1CC	i	i	i	i	i	i	i	i	i	i	i
CCOC(=O)C1(Cc2ccccc2C)CCCN(C(=O)CSC)C1 (stereo not given)	i	i	i	i	i	i	i	i	i	i	i
O=C(Cc1ccc(-n2cccc2)cc1)NC1CCCCCC1	i	i	i	i	i	i	i	i	i	i	i
O=C(NC1CCCCCCC1)C1CCN(S(=O)(=O)N2CCCC2)CC1	i	i	i	i	i	i	i	i	i	i	i
C=CCn1c(=NC(=O)CC)n(C)c2ccccc21	i	i	i	i	i	i	i	i	i	i	i
COC(=O)c1sc2nc(C)c([N+](=O)[O-])c(C)c2c1N	i	i	i	i	i	i	i	i	i	i	i
O=C(CSc1nnc(CNC(=O)c2cccs2)o1)NC1CCCC1	i	i	i	i	i	i	i	i	i	i	i
CNC(=O)CC(C(=O)O)c1ccc(OC(C)C)cc1 (stereo not given)	i	i	i	i	i	i	i	i	i	i	i
Cc1ccc(C(=O)NCC(=O)N/N=C/c2sccc2C)cc1[N+](=O)[O-]	i	i	i	i	i	i	i	i	i	i	i
COc1cc(C2C(C(=O)c3ccco3)=C(O)C(=O)N2Cc2cccnc2)cc(OC)c1OC (stereo not given)	i	i	i	i	i	i	i	i	i	i	i
CCOc1ccc(S(=O)(=O)NCCC(=O)NCCOc2ccccc2)cc1	i	i	i	i	i	i	i	i	i	i	i
Cc1ccc(/C=N/NC(=O)c2nnn(-c3nonc3N)c2-c2ccc3c(c2)OCO3)s1	i	i	i	i	i	i	i	i	i	i	i
CCCCc1nc2cc(C(=O)N3CCCCC3CCNC(C)=O)ccc2o1 (stereo not given)	i	i	i	i	i	i	i	i	i	i	i
Cc1cc(C)c2nc(SCC(=O)NCCC3=CCCCC3)cc(C)c2c1	i	i	i	i	i	i	i	i	i	i	i
O=C(CNC(=O)c1cccs1)OCC(=O)c1cccs1	i	i	i	i	i	i	i	i	i	i	i
COC(CN(C(=O)CCl)C(C(=O)NC1CCCC(C)C1C)c1ccc(C)cc1)OC (stereo not given)	i	i	i	i	i	i	i	i	i	i	i
CCOc1ccc(-c2noc(COC)n2)cc1OC	i	i	i	i	i	i	i	i	i	i	i
CC(OC(=O)c1cc[n+]([O-])cc1)C(=O)NCc1ccccc1 (stereo not given)	i	i	i	i	i	i	i	i	i	i	i
CC(=O)Nc1c2c(nn1-c1ccc(C)cc1C)CS(=O)C2 (stereo not given)	i	i	i	i	i	i	i	i	i	i	i
Cc1ccc2nc(NC(=O)CSc3nnc(C)c(=O)n3N)sc2c1	i	i	i	i	i	i	i	i	i	i	i
CCCC(=O)N1CCN(c2ccc(NC(=S)NC(=O)c3cccc(C)c3)cc2)CC1	i	i	i	i	i	i	i	i	i	i	i
O=C(c1cccc(Cl)c1)N1CCC(c2nc3ccccc3[nH]2)CC1	i	i	i	i	i	i	i	i	i	i	i
C[C@@]12C(=O)Nc3ccc(Br)cc3C(=O)N1[C@H]1c3cc(Cl)ccc3OC[C@@H]1[C@@H]2c1ccccc1	i	i	.	i	i	.	.	.	i	.	.
CCOc1cc(/C=C2/C(=O)ON=C2C)ccc1O	i	i	i	i	33*	i	i	i	i	i	i
CCCS(=O)(=O)N1CCN(S(=O)(=O)c2ccccc2)CC1	i	i	i	i	i	i	i	i	i	i	i
CC(C)(C)NC(=S)NC(C)(C)C	.	.	i	.	.	i	i	i	i	i	i
Cc1csc(Nc2ccccc2)n1	i	i	i	i	i	i	i	i	i	i	i
COCCN(C(=O)CSc1nc2ccccc2c(=O)n1C(C)COC)c1c(N)n(Cc2ccccc2)c(=O)[nH]c1=O (stereo not given)	i	i	i	i	i	i	i	i	i	i	i
CCOc1cc(-c2nc(-c3ccncc3)no2)cc(OCC)c1OCC	i	i	i	i	i	i	i	i	i	i	i
OC(COc1ccccc1)CN1CCN(CC(O)COc2ccccc2)CC1 (stereo not given)	i	i	i	i	i	i	i	i	i	i	i
N#Cc1ccc(-c2cccs2)nc1SCc1cccnc1	i	i	i	i	i	i	i	i	i	i	i
COc1ccc(NC(=O)c2ccc(N3CCOCC3)nc2)cc1	i	i	i	i	i	i	i	i	i	i	i
Cc1cccc(/C=N/NC(=O)c2cc(Br)ccc2OCc2ccccc2)n1	i	i	i	i	i	i	i	i	i	i	i
C=CCn1c(=O)c2c(C)c(C)sc2n2c(Nc3ccc(OC)cc3)nnc12	i	i	i	i	i	i	i	i	i	i	i
c1cncc(C(c2nnnn2C2CCCC2)N2CCCC2)c1 (stereo not given)	i	i	i	i	i	i	i	i	.	i	i
CC(C)(C)OC(=O)NC(CO)c1cn([C@@H](Cc2cc3ccccc3[nH]2)C(=O)N2CCN(C(=O)OC(C)(C)C)CC2)nn1 (stereo not given in full)	i	i	i	i	i	i	i	i	i	i	i

# The listing continues:
Structure	MrgX1 allo act	MrgX1 antag	TRPC6 activator	TMEM16A inh	MrgX1 ag	RGS4 inh	TRPC4 potent	TRPC4 act	TMEM16A act	TRPC6 inh	TRPC4 inh
CC1CCc2sc(NC(=O)C3CC(Cl)=CCC3C(=O)O)c(C#N)c2C1 (stereo not given)	i	i	i	i	28*	i	i	i	i	i	i
COc1cc(/C=N/NC(=O)c2ccc(NC(=O)C3CCCCC3)cc2)ccc1O	i	i	i	i	i	i	i	i	i	i	i
Cc1ccc(NC(=S)N/N=C/c2c(C)nn(-c3ccccc3)c2N2CCCC2)cc1	i	i	i	i	i	i	i	i	i	i	i
CC(C)(C)NC(=O)N1c2ccccc2Sc2ccccc21	i	i	i	i	i	i	i	i	i	i	i
c1ccc2c(c1)OCCOCCOCCO2	i	i	i	i	i	i	i	i	i	i	i
O=C(C1CCN(c2nnc(-n3cccc3)s2)CC1)N1CCCCC1	i	i	i	i	i	i	i	i	i	i	i
Nc1cccc(/C=C/c2ccncc2)c1	i	i	i	i	i	i	i	i	i	i	i
CCCOc1ccc(-c2nc(OC)c3ccccc3n2)cc1	i	i	i	i	i	i	i	i	i	i	i
CCN(CC)C(=O)CSc1nnc(C2CCCCC2)o1	i	i	i	i	i	i	i	i	i	i	i
CC(C)Nc1nnc(SC(C)C(=O)Nc2ccc(Cl)cn2)s1 (stereo not given)	i	i	i	i	i	i	i	i	i	i	i
CC1CCN(C(=O)CNC(=O)Cc2ccccc2)CC1	i	i	i	i	i	i	i	i	i	i	i

# Assay outcomes (PubChem BioAssay)
